# KDM5B inh: inhibitors of human KDM5B histone demethylase; KDM5B demethylase, FDH-coupled NADH fluorescence (FDH is formaldehyde dehydrogenase); Potency, µM (series often up to 57.7 µM), for inactives: top-dose activity change, negative = inhibition, hits mostly inhibitors; 220,000 tested, 2.6% active; AID 1347165; active means well fitted inhibition curve with a large enough effect; inconclusive means small, poorly fitted or top-dose-only effect; inactive means no such curve, though single readings can be large or run the other way; further: 0% is about no effect; nearly all actives have a fitted effect of over 70% in size
#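 Here, H3K4me3 peptide (12.5 µM in substrate mix) is demethylated by KDM5BΔAP, 200 nM final, after 10 min compound exposure. Formaldehyde product is coupled through FDH (0.25 U/mL in mix) to NADH fluorescence; 30-min ΔRFU feeds dose-response curves.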
# Starred values were filed as active, the others as inactive; ? = inconclusive; [ ] = another dose, or the depositor's remark. Potency means the concentration at half of the fitted maximal effect. This is a subset; rates above refer to the full screens.
KDM5B inh,structure
-10%,CCN(CC)C(=O)CCc1c(C)nn(-c2ccc(F)cc2)c1Oc1ccccc1F
-8%,CCCNC(=O)c1cnc2c(-c3ccc(OCC)c(OCC)c3)c(C)nn2c1-c1ccccc1
?,O=C(Nc1c(C(=O)N2CCN(c3ccc(F)cc3)CC2)oc2ccccc12)c1c(F)cccc1F
6%,CN(Cc1ccccc1)C(=O)C1(c2ccc(NC(=O)C3CC3)cc2)CCCCC1
-10%,COC(=O)c1cc(NC(=O)c2ccc3c(c2)NC(=O)c2ccccc2S3)cc(C(=O)OC)c1
?,CC(C)OC(=O)c1cc(-c2ccccc2)nc2ccccc12
?,COc1ccc(N2CC(NC(=O)COc3ccc4ccccc4c3)CC2=O)cc1 (stereo unspecified)
32%[activator],CCOC(=O)c1c[nH]c(=S)n1C
?,CCC1=C(C(=O)OC)C(c2ccccc2OC)N2C(CC(=O)N3CCC(C)CC3)=CSC2=N1 (stereo unspecified)
29%,Cn1c(CNC(=O)CC2CCOC3(CCN(S(C)(=O)=O)CC3)C2)nc2ccccc21 (stereo unspecified)
?,COc1ccc(CC(=O)N2CCC(Oc3nccnc3N(C)C)C2)cc1 (stereo unspecified)
7%,CC(C(=O)NNS(=O)(=O)c1cccc(C(F)(F)F)c1)n1nnc(N2CCOCC2)n1 (stereo unspecified)
?,CN(CCNC(=O)CCc1cc2ccccc2[nH]c1=O)C1CCCCC1
?,Cc1ccc(CN2CCCCCNC(=O)[C@H]3C[C@H](C(=O)N4CCc5ccccc5C4)C[C@H]32)o1
30%,Cc1nc(-c2c3n(c(=O)n(CC(=O)Nc4cccc(Cl)c4C)c2=O)CCCC3)no1
9%,Cc1ccc(NC(=O)CN2C(=O)COc3ccc(S(=O)(=O)N4CCOCC4)cc32)cc1N(C)C
?,COc1ccc(C2C=C(c3ccc(C)cc3)Nc3c(C(=O)Nc4ccccc4)cnn32)cc1 (stereo unspecified)
-16%[86.2 µM],COCCn1c(=O)c2c(n1Cc1ccccc1)CN(C(=O)c1cc3ccccc3[nH]1)CC2
-4%,COC(C)C(=O)NCC(C)c1ccccc1 (stereo unspecified)
-27%,CCOC(=O)C(C)Oc1ccc2c(=O)c(Oc3cc(C)ccc3C)coc2c1 (stereo unspecified)
-28%,O=[S+]([O-])(c1cccc(C(F)(F)F)c1)N1CCN(c2nc3ncccc3o2)CC1
37%[activator],NS(=O)(=O)c1ccc(N/N=C/c2ccccc2Br)c([N+](=O)[O-])c1
9%,C=CCOc1ccc(C(=O)c2ccccc2)c(OCC(=O)NC2(C#N)CCCC2)c1
30%,COc1ccc(NC(=O)N[C@H]2CO[C@H]3[C@@H]2OC[C@@H]3n2cc(CN(C)Cc3ccccc3)nn2)cc1
8%,C=CCN(CC=C)Cc1c(C)[nH]c2ccccc2c1=O
10%,O=C(CNC(=O)c1ccc(F)cc1)OCc1ncc(-c2ccccc2)o1
-22%,COc1ccc2c(c1)c(CC(=O)Nc1cc(C)c(OC)c(C)c1)c(C)n2C(=O)c1ccc(Cl)cc1
-6%[86.2 µM],CNC(=O)C1CN(c2cccc(Cl)c2)C(=O)N1 (stereo unspecified)
-5%,CN(Cc1nc(-c2ccc(OC(F)(F)F)cc2)no1)S(=O)(=O)c1ccc(F)cc1
?,COc1ccc(-c2noc(CCC(=O)N(C)c3cc(Cl)ccc3OC)n2)cc1

# Not a retest: entries from further up.
KDM5B inh,structure
9%,Cc1ccc(NC(=O)CN2C(=O)COc3ccc(S(=O)(=O)N4CCOCC4)cc32)cc1N(C)C
?,COc1ccc(C2C=C(c3ccc(C)cc3)Nc3c(C(=O)Nc4ccccc4)cnn32)cc1 (stereo unspecified)
-16%[86.2 µM],COCCn1c(=O)c2c(n1Cc1ccccc1)CN(C(=O)c1cc3ccccc3[nH]1)CC2
-4%,COC(C)C(=O)NCC(C)c1ccccc1 (stereo unspecified)
-27%,CCOC(=O)C(C)Oc1ccc2c(=O)c(Oc3cc(C)ccc3C)coc2c1 (stereo unspecified)

# Following part:
KDM5B inh,structure
?,CCN1CCN(c2nc(-c3ccccc3Cl)nc3ccccc23)CC1
?,COc1ccc(C2Cn3nnc(-c4nc(-c5ccc(C)c(C)c5)no4)c3CO2)cc1 (stereo unspecified)
?,CCC(=O)Nc1cc(-c2nc3cc(C)cc(C)c3o2)ccc1C
?,Cc1cc(=O)n(CC(=O)Nc2cc(F)ccc2F)c(N2CCc3ccccc3C2)n1
13%,CCc1c(C)sc(NC(=O)/C=C/c2ccc(OC)cc2)c1C#N
-26%,Cc1ccc(NC(=O)/C=C/c2ccc(Cl)cc2)c(Br)c1
-15%,CNC(=O)CN1C(=O)CN(C(=O)NCc2ccccc2)c2ccccc21
?,Cc1onc(C(=O)NC2CCN(c3ccc(=O)n(C)n3)CC2)c1CN1CCCC1
-2%,CC(C)NC(=O)CN(C)CC(O)COc1ccc(Cl)cc1Cl (stereo unspecified)
19%,CCCC(C(=O)NC12CC3CC(CC(C3)C1)C2)c1ccccc1 (stereo unspecified)
-13%,FC(F)(F)Sc1ccc(N=Cc2c3ccccc3cc3ccccc23)cc1
2%[86.2 µM],Cc1noc(C)c1-c1ccc2c(n1)CN(Cc1ccc(C(F)(F)F)cc1)C(=O)CO2
10%,COc1ccc(NC(=O)Cn2c(=O)c(-c3noc(C)n3)c3n(c2=O)CCCC3)c(OC)c1
7%,COc1ccc(C(=O)Nc2onc3c2CCCC3)cc1
0%,COc1cc(OC)cc(C(=O)N2C[C@@H](F)C[C@H]2C(=O)N2CCCCC2)c1
-4%,Cc1n[nH]c(C)c1C(N)C(=O)N(Cc1cccnc1)Cc1cccnc1 (stereo unspecified)
10%,O=C(OCc1ccc(Cl)cc1)c1ccc(N2CCOCC2)nc1
7%,O=C(/C=C/c1cccc(Cl)c1)NC(C1CC1)C1CC1
-4%,Cc1cccc(C(=O)N2CC(N(CC3CC3)C3CCOCC3)C2)c1
11%,COc1ccccc1CNC(=O)/C=C/C(=O)O
-9%,O=C(NCc1ccc(Cl)cc1)C1CCCN(c2ncnc3nc[nH]c23)C1 (stereo unspecified)
?,O=C(Nc1cccnc1-n1cccn1)c1cccc(NC(=O)c2cccs2)c1
24%,NC(=O)CCS(=O)(=O)CCN1CCN(S(=O)(=O)c2ccc3c(c2)CCC3)CC1
15%,C/C(=N\NC(=O)c1cnccn1)c1ccc([N+](=O)[O-])cc1
8%,CCC(Sc1nc2ccccc2c2nc(-c3ccccc3)nn12)C(=O)Nc1cccc(OC)c1 (stereo unspecified)
?,COC(=O)c1cc(-c2cccnc2)nc2ccccc12
-1%,NC(=O)C1CCN(Cc2nc(-c3cccs3)no2)CC1
-5%,O=C1CSc2ccc(C(=O)NNC(=O)c3cc(-c4ccccc4)nc4ccccc34)cc2N1
?,COc1ccc(-c2cc3c(=O)n(CCNC(=O)Cc4cccs4)ccn3n2)cc1
-19%,COc1cc(C(=O)NC2=Nc3ccccc3N=C(C)C2c2ccccc2)cc(OC)c1OC (stereo unspecified)
13%,Cc1nc2c(cnn2C(C)C)cc1C(=O)N(C)Cc1ccccc1F
-15%,Cc1ccc(CCNC(=O)c2cc3c(=O)[nH]c(C)cn3n2)cc1
?,COCCNc1oc(-c2ccccc2Cl)nc1C#N
?,N#CCCn1cc(-c2csc(NC3CC3)n2)c2ccccc21
-16%,O=C(CCSCc1cnn(-c2ccccc2)c1-n1cccc1)NCc1ccc(Cl)cc1
?,CCNC(=O)COC(=O)c1cc(-c2ccco2)nc2ccccc12
-11%,Cc1cc(C)n(-c2nc3c(c(=O)n(CC(N)=O)c(=O)n3C)n2CCCc2ccccc2)n1
13µM*,O=Cc1ccc(-c2cccc(O)c2)cc1
-1%,Cc1ccc2nc(C3CCN(Cc4ccccc4)CC3)[nH]c(=O)c2c1
-1%,CC(CNCc1cccnc1N1CCOCC1)Cc1ccc2c(c1)OCO2 (stereo unspecified)
-16%,CC1(O)CCCN(c2ncc(C(C)(C)C(=O)O)c(N3CCOCC3)n2)C1 (stereo unspecified)
-19%,CCc1ccc(NC(=O)N(Cc2ccc(C)cc2)Cc2cccn2-c2nnc(N3CCCC3=O)s2)cc1
8%,Cc1cc(C)cc(OCC(=O)Nc2cnn(CCCC(=O)O)c2)c1
-13%[86.2 µM],CC(C)Cc1cc(C[C@@H]2C[C@H](NC(=O)C(C)(C)C)C2(C)C)no1
-25%,O=C(Cn1ncc2c1-c1ccccc1OC2)N1CCN(c2ccccc2F)CC1
-7%[149 µM],c1ccc(CC2=NOC3(CCN(C4CCCCC4)CC3)C2)cc1
?,COc1ccc(-c2nc3c(s2)CN(C(C(=O)O)c2c[nH]c4c(OC)cccc24)CC3)cc1OC (stereo unspecified)
-13%,CS(=O)(=O)N(C1CCNCC1)C1CCOCC1
2%[86.2 µM],CC(C)CNC1(Cc2cc(-c3ccc(F)cc3)on2)COC1
-22%[86.2 µM],Cc1ccc2c(c1)nc1n2[C@@H](CNC(=O)NC(C)C)COC1
?,COc1ccc2cc(C(=O)N3CCNC(=O)C3)c(C)nc2c1
-24%,CCOC(=O)c1cc(NC(=O)c2ccc(C)cc2)c(=O)n2c1oc1ccccc12
-3%,CCCc1ccc(S(=O)(=O)N2C[C@@H]3C(=O)N(C(CC)c4cccs4)C(=O)[C@@H]3C2)cc1 (stereo partly specified)
?,O=C(NCCCN1CCCCC1)c1ccc2c(c1)sc1nc(-c3ccc(F)cc3)cn12
12%[86.2 µM],Fc1ccccc1CNC[C@H]1Cn2cc(-c3ccccc3)nc2CO1
14%,O=C([C@@H]1C[C@H](Oc2cccnc2)CN1C(=O)c1n[nH]c(=O)c2ccccc12)N1CCCC1
3%,O=C(CCc1nnc2ccc(N3CCOCC3)nn12)NCC1CCN(Cc2ccc(F)cc2)CC1
44%,Cc1csc(NC(=O)CSC2=NCCS2)n1
-25%,Cc1c(-c2nnc(SCC(=O)Nc3ccc(Cl)cc3)o2)nnn1-c1ccc(F)cc1
27%,O=C(O)C1(c2ccc(Cl)cc2)CCCC1

# Retrieved by structure from above (5):
KDM5B inh,structure
27%,O=C(O)C1(c2ccc(Cl)cc2)CCCC1
44%,Cc1csc(NC(=O)CSC2=NCCS2)n1
-22%[86.2 µM],Cc1ccc2c(c1)nc1n2[C@@H](CNC(=O)NC(C)C)COC1
12%[86.2 µM],Fc1ccccc1CNC[C@H]1Cn2cc(-c3ccccc3)nc2CO1
14%,O=C([C@@H]1C[C@H](Oc2cccnc2)CN1C(=O)c1n[nH]c(=O)c2ccccc12)N1CCCC1

# Remaining list, next part:
KDM5B inh,structure
-4%,CCn1nc(C(=O)N(C)CCOc2ccccc2C)c2ccccc2c1=O
-15%,O=C(CC1CCCN(c2cn[nH]c(=O)c2)C1)NCCC1=CCCCC1 (stereo unspecified)
?,CCOC(=O)c1cc(NC(=O)/C=C/C(=O)O)cc(C(=O)OCC)c1
27%,CCC(C)(NC(=O)CNC(=O)c1ccccc1)C(=O)NC1CCCC1 (stereo unspecified)
?,CN(C)C[C@@H]1CN(C)C[C@H]1NC(=O)CCCc1ccccc1
10%,CCCNc1c(NS(=O)(=O)c2ccc(Br)cc2)c(=O)oc2ccccc12
7%,Cc1nc(C)c(C(=O)N2CCC(c3noc(-c4cnccn4)n3)C2)s1 (stereo unspecified)
?,O=c1oc2ccccc2cc1-c1cn2cc(Cc3cc(Cl)ccc3Cl)sc2n1
-5%,O=C(CSc1nc(=O)n(Cc2ccncc2)c2c1CCC2)N1CCCCCC1
1%,O=C(Cn1nc2c(cc1=O)CCCCC2)Nc1nc2ccccc2s1
8%[86.2 µM],CC(C)NC(=O)C[C@@H]1C[C@H]2O[C@H](CNC3CCN(C)CC3)[C@@H](O)[C@H]2O1
-24%[86.2 µM],COc1ccc(-c2ccc(COc3ccc4c(cnn4CCC(=O)O)c3)cc2)c(Cl)c1
13%[115 µM],COc1ccc(C(=O)N2CCCC3(CC(c4cccnc4)=NO3)C2)cc1 (stereo unspecified)
-41%,Cc1oc2c(c1C(=O)N1CCOCC1)CN(Cc1cccnc1)CC2
-7%,CCOc1cccc(CNC(=O)C2CCN(c3cn[nH]c(=O)c3)C2)c1 (stereo unspecified)
23%,O=C(NCc1ccccn1)C(=O)NCC1OCCCN1S(=O)(=O)c1ccc(F)cc1 (stereo unspecified)
3%[86.2 µM],CC(=O)Nc1ccccc1-c1c(C)nn2c1N(C(=O)Cc1ccc(Cl)cc1)CCC2
1%,CSc1cccc(Nc2ncncc2-c2nc(-c3ccccc3)no2)c1
29%,O=C(COc1ncnc2c(Cl)cc(Cl)cc12)NCc1ccccc1Cl
25%,CC(=O)N1CCC(N(CCCN2CCC(C)CC2)C(=O)Nc2cccc(C)c2C)CC1
9%,COc1ccc(Cl)cc1C(=O)N(C1CCCCC1)C1CCCCC1
14%,O=C(Nc1ccccc1)Nc1ccc(C(F)(F)F)cn1
?,CC(=O)Nc1ccc(NC(=O)c2ccccc2Nc2ccccc2)cc1
-13%,Cc1ccc(S(=O)(=O)c2nc(S(C)(=O)=O)sc2NCc2ccccc2)cc1
-9%,CSCCC(NC(=O)c1ccccc1)C(=O)Nc1ccc(Br)cc1 (stereo unspecified)
-19%,COc1ccc2[nH]c(=O)c(CN(C(=O)c3cccc(Cl)c3)c3cccc(C)c3)cc2c1
?,COc1ccc(C(=O)N2C[C@@H]3C[C@H](C2)c2ccc(NS(=O)(=O)c4ccc(NC(C)=O)cc4)c(=O)n2C3)cc1
